Screening results deposited in PubChem by The Scripps Research Institute Molecular Screening Center.
TAAR1 ag: human TAAR1 agonists, primary screen, Fluo-8 calcium fluorescence, CHO RD-HGA16 cells; activation, % at 3 µM; 0.99% of 360,000 active; AID 624467, 2012; Trace amine-associated receptor 1 (Homo sapiens), Q96RJ0; vehicle wells 0%, saturating PEA agonist 100%;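 active means activation above the mean activation of all test compounds in the run plus 3 SD, cut at about 38% in these data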
Target sequence (Q96RJ0 whole entry, looked up): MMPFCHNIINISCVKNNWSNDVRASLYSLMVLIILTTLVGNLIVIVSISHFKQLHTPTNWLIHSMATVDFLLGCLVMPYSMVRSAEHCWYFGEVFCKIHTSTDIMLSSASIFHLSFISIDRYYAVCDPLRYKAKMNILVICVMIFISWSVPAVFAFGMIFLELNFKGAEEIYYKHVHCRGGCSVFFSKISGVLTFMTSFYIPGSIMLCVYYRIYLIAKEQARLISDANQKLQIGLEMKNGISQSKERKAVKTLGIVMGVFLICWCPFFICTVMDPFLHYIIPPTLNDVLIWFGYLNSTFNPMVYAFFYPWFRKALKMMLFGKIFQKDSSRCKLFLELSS
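Test system: RD-HGA16 (CHO) cells co-expressing Gα16 and hTAAR1; dosing: one-point dosing at 3 µM (nominal); timing: 17-24 h seeding, 75 min 37 °C dye, 30 min RT; signal: kinetic Fluo-8 calcium fluorescence; read-out basis: % activation relative to PEA EC100 response; controls: DMSO and PEA EC100; replicates: n 1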
CHO-K1 Ca antag: nonselective inhibitor or artifact in parental CHO-K1 cells. ATP-induced calcium, Fluo-8 fluorescence. inhibition, % at 3 µM. 0.6% of 360,000 active. AID 602250;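 active means inhibition above a per-plate cutoff, the plate's mean sample inhibition plus 3 SD, cut at about 24% in these data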;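 further: 0% = DMSO plus EC80 ATP and 100% = DMSO alone without ATP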
CHO parental Ca: ATP-evoked calcium signal inhibitors, parental CHO, primary screen, counter-screen for OX1R antagonist project, cell-based, fluorescence, Fluo-8 calcium dye. parental CHO-K1, ATP-induced calcium, Fluo-8 fluorescence. inhibition, % at 5.6 µM. 0.63% of 330,000 active;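 active means inhibition above that plate's mean sample inhibition plus 3 SD, cut at about 26% in these data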;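 further: 0% = ATP-challenged DMSO wells and 100% = DMSO wells without ATP; some compounds past the cut are filed as inactive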
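Assay system: parental CHO cells; Read-out basis: percent inhibition of ATP-evoked calcium rise, normalized to controls; Benchmarks: ATP and no-ATP DMSO wells; Compound dosing: single nominal dose of 5.6 µM per compound; Signal: Fluo-8 calcium dye fluorescence; Also added: ATP as calcium-mobilizing challenge; Repeats: singlicate.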
M1 ag: human M1 muscarinic receptor agonists, primary screen, Fluo-8 calcium fluorescence, CHO-K1 cells, HTS. Muscarinic acetylcholine receptor M1 (Homo sapiens), P11229. CHO-K1 hM1, agonist mode; 0% DMSO, 100% acetylcholine EC100. activation, % at 3 µM. 0.33% of 360,000 active. AID 588814, 2011;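 active means activation above the run's mean compound activation plus 3 SD, cut at about 16% in these data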;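 further: peak over basal fluorescence ratio within a 140 s kinetic read after compound addition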
Target sequence (P11229 whole entry, looked up): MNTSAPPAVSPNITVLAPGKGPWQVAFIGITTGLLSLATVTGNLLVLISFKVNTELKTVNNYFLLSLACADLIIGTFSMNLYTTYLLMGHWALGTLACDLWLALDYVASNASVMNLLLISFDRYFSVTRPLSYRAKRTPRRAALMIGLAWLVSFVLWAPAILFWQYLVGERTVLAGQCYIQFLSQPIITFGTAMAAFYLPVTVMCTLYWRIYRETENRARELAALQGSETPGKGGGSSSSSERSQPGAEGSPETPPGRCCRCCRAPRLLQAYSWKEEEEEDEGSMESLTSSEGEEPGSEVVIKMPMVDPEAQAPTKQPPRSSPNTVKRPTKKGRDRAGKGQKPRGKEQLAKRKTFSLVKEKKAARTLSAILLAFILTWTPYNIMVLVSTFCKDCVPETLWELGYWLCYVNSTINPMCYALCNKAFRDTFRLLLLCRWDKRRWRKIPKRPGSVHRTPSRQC
TAAR1 antag: human TAAR1 antagonists, primary screen, Fluo-8 calcium fluorescence, CHO RD-HGA16 cells | antagonist | inhibition, % at 3 µM | 1.5% of 360,000 active | AID 624466, 2012;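 active means inhibition above a per-plate cutoff, the mean inhibition of test compounds on that plate plus 3 SD, cut at about 49% in these data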;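 further: 0% = DMSO plus EC80 beta-PEA response and 100% = DMSO alone without agonist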
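Test system: RD-HGA16 CHO cells with stable hTAAR1 and Gα16 / Probe or stimulus: EC80 β-phenethylamine stimulus / Times: seeding 17-24 h prior, 75-min 37 °C, 30-min RT dye loading / Detection: Fluo-8 calcium-sensitive fluorescence / Read-out basis: % inhibition scaled between DMSO and EC80 PEA controls / Repeats: singlicate, one well per test compound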
CHO-K1 Ca ag: counter-screen for M1 agonists: effect in parental CHO-K1 cells | Fluo-8 calcium fluorescence; scaled to maximal ATP response, vehicle zero | activation, % at 3 µM | 0.48% of 360,000 active; in the data active means activation above about 15%;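 further: untransfected CHO-K1 host cells lacking M1 receptor as counterscreen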
OXTR potentiate: human OXTR potentiators, primary screen, fluorescence, CHO-OTR cells, Fluo-8 calcium | Oxytocin receptor (Homo sapiens), P30559 | Fluo-8 calcium fluorescence, potentiator mode; 0% = oxytocin EC15, 100% = EC100 | activation, % at 3 µM | 0.061% of 320,000 active | AID 2445, 2010;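 active means activation above that plate's cutoff, the mean activation of tested compounds plus 3 SD, cut at about 6.6% in these data, passing the limit was not always enough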;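 further: 100% uses oxytocin at 75 nM as the full agonist control; some results filed as inactive read as strong as hits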
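Material: human OTR in CHO cells. Compound: 3.0 µM, one dose. Timing: compound 6 min at room temperature before oxytocin, 100 s read. Evaluation: % activation of max/min ratio relative to oxytocin controls. Replication: single well per compound, singlicate. Signal: Fluo-8 calcium dye fluorescence.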
M1 PAM parental: nonselective calcium activators in parental CHO-K1 cells, primary screen, counter-screen for M1 PAM project, cell-based, Fluo-8 calcium fluorescence, full deck, 1536-well; 0.02% of 360,000 active; activation, % at 3 µM; ATP EC20; 0% at ATP EC20, 100% at ATP max;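 active means activation above the run cutoff, the mean activation of all test compounds plus 3 SD, cut at about 40% in these data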;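 further: peak over basal fluorescence ratio in a 140 s read after ATP addition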
M1 antag: human M1 muscarinic receptor antagonists, primary screen, CHO-K1 cells, Fluo-8 calcium fluorescence, 1536-well. inhibition, % at 3 µM. Muscarinic acetylcholine receptor M1 (Homo sapiens), P11229. CHO-K1 hM1, ACh EC80 antagonist. AID 588852, 2011. 1.3% of 360,000 active;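 active means percent inhibition above its own plate's cutoff, namely the mean of that plate's compound wells plus 3 SD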;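 further: peak over basal fluorescence ratio during 140 s after agonist addition; 0% = ACh EC80 plus DMSO and 100% = DMSO alone without agonist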
* hit, by the source's call; · = no result given; & = joins results of further samples.

Fields – TAAR1 ag	CHO-K1 Ca antag	CHO parental Ca	M1 ag	TAAR1 antag	CHO-K1 Ca ag	OXTR potentiate	M1 PAM parental	M1 antag
1. CNC(=O)c1cc(C(=O)c2ccc(C(F)(F)F)cc2)c[nH]1
→ 3	-16	-8	-3	-11	3.5	-15	14	-3
2. N#C/C(=C\c1cccn1S(=O)(=O)c1cccc([N+](=O)[O-])c1)S(=O)(=O)c1ccc(F)cc1
→ 7	-8	·	-10	-9	0.4	·	19	-8
3. Cc1ccc(NCc2ccc(O)c3ncccc23)cc1
→ 6	6	2	-6	16	-0.2	-15	-2	-13
4. Cc1cccc(CSc2nnc(NC(=O)c3ccco3)s2)c1
→ 3	-22	-5	-1	-1	-0.1	-6	24	-2
5. Cc1cc(Cl)ccc1OCc1nc(-c2ccc(O)cc2)n[nH]1
→ 32	1	14	12	10	2.3	-29	12	-5
6. CC(=O)OCC(=O)[C@@]1(O)CC[C@H]2[C@@H]3CCC4=CC(=O)CC[C@]4(C)[C@H]3[C@@H](O)C[C@@]21C
→ 1&1	3&1	-9&-5	-7&-1	-11&-10	1.2&1.8	-7&-3	-1&12	-2&-23
7. Cc1cccc2sc(NC(=O)CNS(=O)(=O)c3ccc(Br)s3)nc12
→ 2	-6	6	-6	32	1.2	-4	8	-1
8. NC(=O)C1CCN(c2nc(-c3cccs3)cs2)CC1
→ ·	8	-6	-4	·	0.8	-3	-2	-4
9. COc1cccc(CN2CCC(C(=O)N3CCN(Cc4ccc5c(c4)OCO5)CC3)CC2)c1OC
→ 1	-3	-5	-6	5	1.0	-1	-3	11
10. CCOC(=O)[C@@H]1[C@H]2COc3ccccc3[C@@H]2N2C(=O)N(c3ccc(Cl)cc3)C(=O)[C@@]12C
→ 3	-5	-31	-5	-7	-0.4	-16	13	-12
11. c1ccc(C2NCCc3ccccc32)cc1 (stereo not drawn)
→ 4	4	-7	-4	19	-0.1	-1	2	-15
12. COc1ccc(C(=O)COC(=O)c2c(-c3ccccc3)noc2C)c(OC)c1
→ 1	10	-14	-2	-2	7.2	-6	-8	5
13. Cc1ccc(C(=O)N2CCN(c3ccccn3)CC2)cc1C
→ 0	-6	-10	-6	15	1.6	-2	21	-13
14. Cn1cc(/C=C/C(=O)c2ccccc2)c2ccccc21
→ 0	1	-19	-5	-11	0.2	-14	-7	-7
15. COc1ccc(NC(=O)c2sc3nc(-c4cccnc4)ccc3c2N)cc1
→ 3	-4	-5	1	18	3.1	-12	6	-11

7 structures from above, ordered by count of non-hydrogen atoms, rising:
Fields – TAAR1 ag	CHO-K1 Ca antag	CHO parental Ca	M1 ag	TAAR1 antag	CHO-K1 Ca ag	OXTR potentiate	M1 PAM parental	M1 antag
11. c1ccc(C2NCCc3ccccc32)cc1 (stereo not drawn)
→ 4	4	-7	-4	19	-0.1	-1	2	-15
8. NC(=O)C1CCN(c2nc(-c3cccs3)cs2)CC1
→ ·	8	-6	-4	·	0.8	-3	-2	-4
14. Cn1cc(/C=C/C(=O)c2ccccc2)c2ccccc21
→ 0	1	-19	-5	-11	0.2	-14	-7	-7
4. Cc1cccc(CSc2nnc(NC(=O)c3ccco3)s2)c1
→ 3	-22	-5	-1	-1	-0.1	-6	24	-2
7. Cc1cccc2sc(NC(=O)CNS(=O)(=O)c3ccc(Br)s3)nc12
→ 2	-6	6	-6	32	1.2	-4	8	-1
15. COc1ccc(NC(=O)c2sc3nc(-c4cccnc4)ccc3c2N)cc1
→ 3	-4	-5	1	18	3.1	-12	6	-11
2. N#C/C(=C\c1cccn1S(=O)(=O)c1cccc([N+](=O)[O-])c1)S(=O)(=O)c1ccc(F)cc1
→ 7	-8	·	-10	-9	0.4	·	19	-8

Additional results.
Fields – TAAR1 ag	CHO-K1 Ca antag	CHO parental Ca	M1 ag	TAAR1 antag	CHO-K1 Ca ag	OXTR potentiate	M1 PAM parental	M1 antag
16. Cc1ccc(C)c(NC(=O)c2cc[n+](C)cc2)c1
→ 5	5	-13	1	-6	-0.1	-1	-16	-26
17. O=C(Nc1cccnc1)C1CC(c2ccc(Cl)c(Cl)c2)=NO1 (stereo not drawn)
→ 10	-14	-18	2	-13	3.1	-12	13	-6
18. CC1CC1C(=O)OCC(=O)NNC(=O)c1ccc([N+](=O)[O-])cc1 (stereo not drawn)
→ 5	-12	-12	-2	5	0.2	5	0	1
19. CC(C)CN(C(=O)c1cccc(Cl)c1)c1c(N)n(CC(C)C)c(=O)[nH]c1=O
→ 0	-11	-8	0	-5	0.0	-2	-4	-2
20. COc1ccc(C(=O)Nc2ccc(C(=O)OCC(=O)c3ccccc3)cc2)cc1
→ 6	12	3	0	11	-0.1	-10	4	-11
21. COCCC(=O)N1CCC(Oc2ccc(C(=O)NCCc3cnn(C)c3)cc2)CC1
→ 22	-2	7	3	-32	-0.1	-8	12	-1
22. O=C(C1CC1)N1CCN(c2ccc(F)cc2)CC1
→ 5	1	-4	-2	-16	0.4	3	-6	-10
23. CS(=O)(=O)N1CCN(c2cccc(Cl)n2)CC1
→ 8	-2	0	-4	8	0.2	-3	7	2
24. COc1cccc(C(=O)NC(=S)NCc2ccco2)c1
→ 1	1	-14	-3	-20	2.7	-5	13	-1
25. CCOC(=O)C1=C(C)NC(C)=C(C(=O)OCC)C1C(=O)OCC(=O)N1CCCCC1CC (stereo not drawn)
→ 2&-3	-12&-5	-9	-2&-4	1&-14	0.2&0.2	0	12&20	-2&-16
26. COc1ccc(-c2noc(CCc3ccccc3)n2)cc1
→ 6	-3	-3	-5	-20	-0.1	-7	-6	-6
27. COc1ccc(F)cc1S(=O)(=O)NCCN1CCOCC1
→ 5	4	-7	-3	-9	0.4	-9	6	-7
28. COc1ccc(NC(=O)C2=C(C)Nc3ncnn3C2c2ccccc2C(F)(F)F)c(OC)c1 (stereo not drawn)
→ 2	-4	-29	-2	-13	0.0	-11	16	-39
29. CN(CCc1ccccc1)C(=O)c1ccc(NC(=O)Cc2ccc(NC(=O)C3CCCN(C(=O)C4CCC4)C3)cc2)cc1 (stereo not drawn)
→ 1	2	·	0	-4	0.0	·	-5	0
30. C(=NN1CCCCCC1)c1ccc2c(c1)OCO2
→ 0	-23	·	-6	-3	0.5	·	19	-13
31. CCOC(=O)c1c(C)[nH]c(C)c1C(=O)COC(=O)c1ccc(S(=O)(=O)N(CC)CC)cc1
→ 15	-2	-2	0	33	9.3	-8	5	3
32. FC(F)(F)c1cnc(Sc2nnc(-c3cccs3)n2CC2CCCO2)c(Cl)c1 (stereo not drawn)
→ 10	-32	-4	-8	4	5.4	3	27	-12
33. COc1ccc([C@H]2CC(=O)C=C(c3cccc4c3Oc3ccccc3S4)C2)cc1
→ 3	-21	-17	-2	13	2.0	-2	21	23
34. Cc1cc(NC(=O)CSc2nc3ccccc3c(=O)n2CCCC(=O)NCc2ccccc2)n[nH]1
→ 8	-7	-12	0	17	0.1	-2	-2	1
35. Cc1cccc(N2CCN(C(=S)NC3CCCCC3)CC2)c1C
→ 37	5	-12	2	-29	0.3	-5	-3	-6
36. O=C(Nc1ccc(N2CCCCC2)c(Cl)c1)c1ccc(N2CCOCC2)c([N+](=O)[O-])c1
→ 6	-11	-12	-4	25	0.3	-5	-7	-1
37. CCN(CC)S(=O)(=O)c1ccc(N2CCN(CCO)CC2)nc1
→ 1	-14	1	-7	3	0.0	1	24	2
38. N#Cc1ccc(NC(=O)c2cc(=O)c3ccccc3o2)cc1
→ 0	-18	-7	-5	7	-0.1	-11	-1	-2
39. S=c1[nH]c(-c2ccccc2)cn1/N=C/c1ccncc1
→ -2	-15	-13	-3	7	2.4	-2	13	-16
40. Cc1c(OCC(=O)NCCCN2CCCC2=O)ccc2c3c(c(=O)oc12)CCC3
→ -1	12	-18	-3	-6	-0.1	-2	-7	27
41. CCn1c(SCC(=O)NCc2ccc3c(c2)OCO3)nnc1-c1c[nH]c2ccccc12
→ 2	2	-6	-2	11	0.5	-8	11	-12
42. CCC(C)c1ccc(OCC(=O)Nc2cccc(C(=O)Nc3ccc(C(=O)O)cc3)c2)cc1 (stereo not drawn)
→ 1	0	22	-1	2	1.7	-12	4	-6
43. CCOC(=O)C1CCN(S(=O)(=O)c2ccc(NC(C)=O)c(Cl)c2)CC1
→ 9	-6	-12	0	3	4.1	-8	4	-4
44. COc1ccc(CCNC(=O)[C@H](C)N2C(=O)N3CCc4c([nH]c5ccccc45)[C@@]3(C)C2=O)cc1
→ -1	-2	-17	-8	-17	3.5	-7	18	-5
45. O=C(Oc1cccc(/C=N/NC(=O)c2ccccn2)c1)c1ccc([N+](=O)[O-])cc1
→ -1	1	-7	-1	-23	0.6	-10	-10	-12
